# mcGAS MS inh: inhibitors of Mus musculus cyclic GMP-AMP synthase, initial high-throughput assay, cell-free, RapidFire MS; Q8C6L5; inhibition, % at 12.5 µM; 0.18% of 130,000 active; recombinant mouse cGAS, cGAMP by RapidFire MS;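 active means inhibition of cGAS enzyme activity at or above 60%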;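 further: enzyme stimulated by 45 bp dsDNA with ATP and GTP substrates; cGAMP share of summed cGAMP plus half ATP and half GTP signals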
# Target sequence (Q8C6L5 whole entry, looked up): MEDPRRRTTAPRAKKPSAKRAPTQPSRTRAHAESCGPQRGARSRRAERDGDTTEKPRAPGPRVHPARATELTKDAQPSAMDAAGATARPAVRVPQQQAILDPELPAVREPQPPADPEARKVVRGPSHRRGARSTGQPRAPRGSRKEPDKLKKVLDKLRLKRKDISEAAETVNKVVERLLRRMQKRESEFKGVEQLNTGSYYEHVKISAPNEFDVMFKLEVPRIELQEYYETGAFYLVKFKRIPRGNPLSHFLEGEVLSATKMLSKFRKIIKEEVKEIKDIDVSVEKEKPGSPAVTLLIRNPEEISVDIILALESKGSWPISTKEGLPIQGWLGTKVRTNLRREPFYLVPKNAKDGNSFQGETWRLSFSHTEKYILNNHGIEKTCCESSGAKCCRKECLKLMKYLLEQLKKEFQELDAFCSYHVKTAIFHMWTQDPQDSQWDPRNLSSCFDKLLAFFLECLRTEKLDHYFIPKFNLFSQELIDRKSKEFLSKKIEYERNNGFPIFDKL
# Active calls of the source: *; & = joins results of further samples; ! = not confirmed by another sample. A portion of the library; count on the stated rates, not on these rows.
SMILES,mcGAS MS inh
O=C1CCCN1CCCN1CC(C(=O)N2CCN(CC3CCCC3)CC2)CCC1=O (centres undefined),-2
Cn1nnnc1-c1cccc(NS(=O)(=O)c2cn(C)c(=O)n(C)c2=O)c1,-14
COc1ccc(CCCN2C(=O)O[C@@H]3CN(c4ccnc(SC)n4)C[C@@H]32)cc1,-10
CCCN1c2cccc3cccc(c23)S1(=O)=O,-5
NC1=NC(c2ccc(Cl)cc2Cl)n2c(nc3ccccc32)N1 (centres undefined),-31
O=c1c2cnc3nc4ccccc4n3c2ccn1-c1ccc(F)cc1,3
Cc1cc(NC(=O)CSc2nnc(NC3CC3)s2)no1,-8
O=C(NCc1cnc(-c2ccccc2)s1)C1CCC(=O)N(Cc2ccccn2)C1 (centres undefined),-1
COC(=O)C(C)Sc1ncnc2sc(C)c(C)c12 (centres undefined),-9
CC(C)(C)OC(=O)Nc1ccsc1Br,66*!
O=C(N/N=C\c1cccc2ccccc12)C1CC(=O)N(c2ccc(Br)cc2)C1 (centres undefined),-2
COCC1(C(=O)N(C)Cc2nc3ccc(C)cc3[nH]2)CCC1,-11
COc1ccc(C(=O)C2CCCN(CC(=O)Nc3cnn(C)c3)C2)cc1F (centres undefined),-12
COc1ccc(CC(=O)Nc2ccc3c(c2)N(CC(C)C)C(=O)C(C)(C)CO3)cc1,6
O=C(NCc1ccccn1)c1cc2sc(Br)cc2n1CC1CCCCO1 (centres undefined),-2
CCS(=O)(=O)c1cccc(C(=O)Nc2c3c(nn2-c2ccccc2)CCC3)c1,0
Cc1ccc(-c2ccc(C(=O)NCC(N)=O)c(F)c2)cc1,1
CCOc1c(I)cc(Br)cc1C(OC(C)=O)OC(C)=O,-5
CC1CCC(NC(=O)c2cc3c(s2)CSC3)CC1 (centres undefined),-2
CC1NC(=S)N(c2cccc(COCC3CCCCO3)c2)C1=O (centres undefined),-4
COc1ccc(OC)c2nc(N(C)C)c(CN(Cc3ccc4c(c3)OCO4)C(=O)C3CCCCN3C)cc12 (centres undefined),6
CC(C)CN1CCC(CNC(=O)c2ccc(-c3ccc4c(c3)OCO4)nc2)C1 (centres undefined),-18
CC(C(=O)Nc1ccc(CC#N)cc1)N1CCc2ccccc2C1 (centres undefined),-15
CC(C)SCCn1nc(C2CCCNC2)n(-c2ccccc2)c1=O (centres undefined),-23
CCOC(=O)c1c(C)[nH]c(C(=O)COC(=O)c2ccco2)c1C,24
N#CC(=Cc1ccco1)S(=O)(=O)c1ccc(Cl)cc1,-27
CCc1cccc(CC)c1NC(=O)Cn1cnnn1,0
O=C(c1ccc(NC2CCC(O)CC2)nc1)N1CCC(CCn2cccn2)CC1 (centres undefined),-11
O=C(Nc1ccccc1Oc1ccccc1Cl)C1CCC1,-6
CCCN(CCO)C(=O)CN1C(=O)N(C)C2(CCCCC2)C1=O,0
C/C(=C/C(=O)N1CCCC(N2CCCC2=O)C1)c1ccccc1C (centres undefined),-58
CCNC(=O)C1(C)CCN(CCOc2ccc(OC)cc2)C1 (centres undefined),-5
Cc1cc(C)n(-c2nc3ccccc3nc2NCC(C)O)n1 (centres undefined),-3
COc1cc(NC(=O)NCCS(=O)(=O)c2c(C)[nH]c3ccccc23)cc(OC)c1OC,-16
CCOc1ccc(S(=O)(=O)N2CCCCC2)cc1NC(=O)C1CC=CCC1 (centres undefined),-10
COc1cccc(CS(=O)(=O)N(C)Cc2ccccn2)c1,-5
CCN(Cc1ccncc1)C(=O)c1ccc(C2CCNC2)cc1 (centres undefined),-2
Cc1cc(C)c(S(=O)(=O)N2CCCOC2CNC(=O)C(=O)NCCc2ccccc2)c(C)c1 (centres undefined),-8
COCC(=O)NCCN1C(=O)SC(=Cc2ccc(OC(F)F)cc2)C1=O,-10
CC1=C(C(=O)N2CCc3c([nH]c4ccccc34)C2)C(c2cccnc2)NC(=O)N1 (centres undefined),-18
N=C1/C(=C\c2ccc(Br)o2)C(=O)N=C2SC(Cc3cccs3)=NN12,14
NCCc1cnc[nH]1,2&11
COc1ccccc1C(=O)Nn1cnc2c(cnn2-c2ccccc2)c1=O,-4
COCCc1nsc(NC2CCN(c3ccc(C#N)cn3)CC2)n1,-6
Cc1cccc(S(=O)(=O)N2CCN(C(=O)CC3CCCC3)CC2)c1,-4
C=CCn1c(C(=O)NCCN2CCCC2)cc2sc(C)cc21,-5
CN(Cc1cn(-c2ccc(F)cc2)nc1-c1ccccc1Cl)Cc1nccn1C,-10
CC(C)N(CCc1ccccc1)C(=O)CS(C)(=O)=O,-21
CC(C)Cn1cncc1CNC1CCSCC1,-15
C=CCn1c(=O)c2ccccc2n2c(SCC(=O)NCCOc3ccc(C)cc3C)nnc12,-14
CN(CCNC(=O)CCSc1ccc2c(c1)OCCO2)S(C)(=O)=O,-9
NS(=O)(=O)c1cc2c(cc1C(F)(F)F)NC(c1ccccc1Br)NS2(=O)=O (centres undefined),-14
CC1(c2cccnc2)CC(=O)c2ccccc2O1 (centres undefined),-10
Cc1nn(C)c(=O)c(C(=O)N2CSCC2C(=O)NNC(=O)c2ccccc2)c1C (centres undefined),-2
O=S(=O)(c1cccc(F)c1)N1CCN(Cc2nc(-c3ccccc3)no2)CC1,-6
N#Cc1c(-c2ccccc2)nc2n(-c3ccccc3)nc(C(=O)Nc3ccccc3)n2c1=O,-4
Cc1cc(-c2cc(N)nc3[nH]ccc23)cnc1N,6
CC1(C(=O)NS(=O)(=O)c2cccc(C#N)c2)CCN1C(=O)c1ccc(C2CCCCC2)cc1 (centres undefined),-9
COc1ccc(NC(=O)CSC2=NC3(CCCC3)Nc3ccccc32)cc1,1
CN(C)S(=O)(=O)c1ccc(N2CCCC2)c(C(=O)NC2CCCC2)c1,-14

# Further results
SMILES,mcGAS MS inh
CCC(C)NC(=O)Cn1nc(C)c(S(=O)(=O)N(C)C)c1C (centres undefined),-43
COc1coc(C(=O)Nc2ccc(NC(C)=O)cc2)cc1=O,-7
CSCCCNC(=S)Nc1ccccc1I,-6
CN(C)S(=O)(=O)c1ccc(Cn2cc(C(=O)NCc3ccccc3)sc2=O)cc1,3
CCn1ccnc1CN(C)C(C)C(=O)N(C)C (centres undefined),3
CC1(C)NC(=O)N(CCCCOc2ccc(C(C)(C)c3ccccc3)cc2)C1=O,-3
NC1CCCN(S(=O)(=O)c2ccc3c(c2)NC(=O)CCS3)CC1 (centres undefined),44
CCc1nc(C)c(C(=O)N2Cc3cnc(C(C)(C)C)nc3C2)o1,-16
Cc1ccc(C2(O)CCN(C(=O)c3cnc4c(c3)nnn4C)CC2)nc1,-35
COC(=O)c1c(CC(=O)N2CSCC2C(=O)Nc2ncc(C)s2)[nH]c(C(C)=O)c1C (centres undefined),-3
O=C(NCC(F)(F)F)C1CCC(=O)N(CCc2cccc(F)c2)C1 (centres undefined),-8
Nc1[nH]n(-c2ccccc2)c(=O)c1N=Nc1cccc2ccccc12,-9
N#CCCN(CC1CC1)C(=O)c1cccc(S(=O)(=O)Nc2ccccc2Cl)c1,-16
COCCCn1c(C)cn2c3c(=O)n(Cc4ccc(F)cc4)c(=O)n(C)c3nc12,-9
Cc1cc(N2CCCC2)nc(Nc2ccc(NC(=O)C(C)Oc3ccccc3)cc2)n1 (centres undefined),-12
Cc1csc(C(C)NCc2ccc(OCC(C)C)cc2)n1 (centres undefined),-6
O=C(C1CCCCC1)N1CCN(S(=O)(=O)NCc2ccccc2)CC1,-9
Cc1cccnc1[C@H](C)NC(=O)CCc1nc2ccccc2s1,-35
O=C(NCc1ccco1)c1cn(CCOc2ccc(F)cc2)c(=O)s1,-12
COc1ccccc1-n1cc(C(=O)NCCc2n[nH]c3c2CCCC3)cn1,-9
COCCC(=O)NC1CCCN(CCc2ccccc2)C1 (centres undefined),-9
CCOC(=O)CCC(=O)N1CCN(c2ncnc3c2nnn3CC)CC1,-2
C=CCn1c(SCC(=O)NCC(C)(C)N2CCOCC2)nc2scc(-c3ccccc3)c2c1=O,-3
N#Cc1ccc(CN(CCF)Cc2cccc(F)c2)cc1,-1
COc1ccc(OC)c(N2CCn3c2nc2c3c(=O)[nH]c(=O)n2C)c1,-6
Cn1ccc(C(=O)O)cc1=O,-15
CC1CN(CCCCNC(=O)Nc2ccnn2C(C)C)CC(C)O1 (centres undefined),-8
COC(=O)c1sc(S(=O)(=O)N2CC(C)OC(C)C2)c(C(=O)OC)c1C (centres undefined),-16
Cn1c(SCC(=O)NCc2ccco2)nc2ccccc21,0
O=C(CNc1cc(F)cc(F)c1)N1CCN(C(=O)c2cccs2)CC1,-20
NCCn1cc(C(=O)N2CCCC(CCc3ccc(F)cc3)C2)nn1 (centres undefined),1
O=C(CN1CCCC1)N1CCCC(Cn2cc(CO)nn2)C1 (centres undefined),-5
CC(Cc1ccco1)NC(=O)C(C)NC(=O)CC1CCCCC1 (centres undefined),7
Cc1cccc(-c2cccc(NC(=O)C3CCCN(C(=O)c4ncoc4C)C3)c2)c1 (centres undefined),-4
CC(=O)C(C)SCC(=O)NC1(C#N)CCCC1 (centres undefined),-5
COc1cccc(C2C(C(=O)c3cccs3)=C(O)C(=O)N2CCCn2ccnc2)c1OC (centres undefined),9
CCc1ccc2sc3nc(=O)c(C#N)c(C)n3c2c1,6
COc1ccc(N2CCN(C(=O)C(C)n3cncn3)CC2)cc1 (centres undefined),23
Cc1nc(N2CCN(CC(=O)N3CCCCC3)CC2)c2c(-c3cccs3)csc2n1,-11
COc1ccccc1Oc1ncccc1CNc1ccnc2ccccc12,-10
Cc1occc1C(=O)Nc1ccc(C(=O)N(C)CCN2CCCCC2C)cc1 (centres undefined),-17
O=C(CC1COCCN1)N1CC=C(c2ccc(F)cc2)CC1 (centres undefined),-17
CCc1ocnc1C(=O)NCc1cccnc1N1CCN(C)CC1,-5
O=C(Cc1ccc(-n2c(=O)[nH]c3ccsc3c2=O)cc1)N1CCC(N2CCCCC2)CC1,-11
Cc1ccccc1NC(=O)CC(=O)N(C)Cc1n[nH]c2c1CCCC2,-23
Cc1[nH]c2ccccc2c1N=Nc1cccc2ccccc12,-2
COc1ccc(-c2nc3ccc(Br)cc3c(C(=O)O)c2C)cc1,-6
CCn1c(C(C)NC)nc2ccc(Cl)cc2c1=O (centres undefined),-4
COCCN1CCN(C(=O)c2cc(COc3ccc4c(c3)CCCC4)on2)CC1,-6
CC1CN(C(=O)CCS(=O)(=O)c2ccc(Cl)cc2)CC(C)O1 (centres undefined),-10
CNCC(=O)N(C)CCc1nc2ccc(OC)cc2[nH]1,-6
CN(C)CCNc1nc(-c2cnn(Cc3ccccc3)c2)c2sccc2n1,7
CC[C@H]1OC(=O)[C@H](C)[C@@H](O[C@H]2C[C@@](C)(OC)[C@@H](O)[C@H](C)O2)[C@H](C)[C@@H](O[C@@H]2O[C@H](C)C[C@H](N(C)C)[C@H]2O)[C@](C)(O)C[C@@H](C)C(=O)[C@H](C)[C@@H](O)[C@]1(C)O,-1&1
O=S(=O)(NC(C1CC1)C1CC1)c1ccc(-c2ccccc2)cc1,1
CSc1ccc(CN2C(=O)CON=C2Cc2ccccc2)cc1,11
CC(C)(O)C#Cc1cccc(C(=O)N2CCCC(OCc3cccnc3)C2)c1 (centres undefined),-9
COc1cccc(-n2cnnc2SCC(=O)NC(C)C(C)C)c1 (centres undefined),-3
Clc1ccc(CSC(Cn2ccnc2)c2ccc(Cl)cc2Cl)cc1 (centres undefined),-1&19
CCC(=O)Nc1ccc(NC(=O)Cn2nc(C)c(C)c2C)cc1Cl,-15
O=C1CCC2(CCN1)CCN(S(=O)(=O)c1ccc3ccccc3c1)CC2,-6

# (next part)
SMILES,mcGAS MS inh
O=C(Cc1ccc2c(c1)OCO2)N1CCc2onc(-c3cccc(F)c3)c2C1,-4
O=C(O)c1ccccc1CSc1ccc(N2CCCCC2)cc1,-8
O=C(Cn1cnc2nc(N3CCOCC3)ncc2c1=O)NCc1ccc(C(F)(F)F)cc1,-3
Cc1nc2nc3ccn(CC4CCCO4)c(=O)c3c(-c3cccc(Cl)c3)n2n1 (centres undefined),-3
CCc1ccc(-c2nc(-c3c(N)n(C)c(=O)n(C)c3=O)cs2)cc1,9
c1cc2c(c(-c3cc(N4CCOCC4)ncn3)c1)CCNC2,1
CC(=O)CSc1nnc(NC2CCCCC2)s1,-5
NC(=O)c1ccc(S(=O)(=O)Nc2ccccc2OCC(F)(F)F)cc1,4
CCc1nn2c(ncc3c(=O)n(-c4ccccc4OC)ccc32)c1-c1ccc(F)cc1,-7
O=C(NCc1ccc(F)cc1)c1cc(=O)c(OCc2ccccc2)co1,-6

# Part of the list above in another layout.
molecule	mcGAS MS inh
CN(C)CCNc1nc(-c2cnn(Cc3ccccc3)c2)c2sccc2n1	7
CC[C@H]1OC(=O)[C@H](C)[C@@H](O[C@H]2C[C@@](C)(OC)[C@@H](O)[C@H](C)O2)[C@H](C)[C@@H](O[C@@H]2O[C@H](C)C[C@H](N(C)C)[C@H]2O)[C@](C)(O)C[C@@H](C)C(=O)[C@H](C)[C@@H](O)[C@]1(C)O	-1&1
O=S(=O)(NC(C1CC1)C1CC1)c1ccc(-c2ccccc2)cc1	1
CSc1ccc(CN2C(=O)CON=C2Cc2ccccc2)cc1	11
CC(C)(O)C#Cc1cccc(C(=O)N2CCCC(OCc3cccnc3)C2)c1 (centres undefined)	-9
COc1cccc(-n2cnnc2SCC(=O)NC(C)C(C)C)c1 (centres undefined)	-3
Clc1ccc(CSC(Cn2ccnc2)c2ccc(Cl)cc2Cl)cc1 (centres undefined)	-1&19
CCC(=O)Nc1ccc(NC(=O)Cn2nc(C)c(C)c2C)cc1Cl	-15
O=C1CCC2(CCN1)CCN(S(=O)(=O)c1ccc3ccccc3c1)CC2	-6
O=C(Cc1ccc2c(c1)OCO2)N1CCc2onc(-c3cccc(F)c3)c2C1	-4
O=C(O)c1ccccc1CSc1ccc(N2CCCCC2)cc1	-8
O=C(Cn1cnc2nc(N3CCOCC3)ncc2c1=O)NCc1ccc(C(F)(F)F)cc1	-3
Cc1nc2nc3ccn(CC4CCCO4)c(=O)c3c(-c3cccc(Cl)c3)n2n1 (centres undefined)	-3
CCc1ccc(-c2nc(-c3c(N)n(C)c(=O)n(C)c3=O)cs2)cc1	9
c1cc2c(c(-c3cc(N4CCOCC4)ncn3)c1)CCNC2	1
CC(=O)CSc1nnc(NC2CCCCC2)s1	-5
NC(=O)c1ccc(S(=O)(=O)Nc2ccccc2OCC(F)(F)F)cc1	4
CCc1nn2c(ncc3c(=O)n(-c4ccccc4OC)ccc32)c1-c1ccc(F)cc1	-7
O=C(NCc1ccc(F)cc1)c1cc(=O)c(OCc2ccccc2)co1	-6

# Source: PubChem BioAssay (Fisher Drug Discovery Resource Center)
